Bioassay records from PubChem BioAssay.
M. tuberculosis HTS – M. tuberculosis growth inhibition, HTS (AID 449762) | M. tuberculosis H37Rv growth inhibition, 7H9 media; higher % means a stronger effect | one-dose inhibition, % at 25 µM; IC50 in µM for titrated hits | 330,000 compounds, 0.59% hits; in the data active means a potency from the dose series; inconclusive means inhibition above about 70% without an active follow-up result;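 further: bacterial growth assessed after seven days of incubation; strong numbers were not always called active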
H1N1 NS1A inhibition – H1N1 influenza NS1A inhibitors, functional cell based assay (AID 504329); 340,000 compounds, 0.3% hits; NS1A functional cell-based assay, percent inhibition; higher % means a stronger effect; inhibition, % at 12.5 µM; hits with a dose series show IC50 in µM; in the data active means a potency from the dose series; inconclusive means inhibition above about 27% without an active follow-up result; further: strong numbers were not always called active
Salmonella PhoP GFP – Inhibition of PhoP regulon, Salmonella typhi GFP reporter cells, confirmation, 4 h (AID 1850); 310,000 compounds, 0.33% hits; one-dose inhibition, % at 50 µM; IC50 in µM for titrated hits; Salmonella Typhi PhoP-promoter GFP reporter, fluorescence, 4 h; higher % means a stronger effect; in the data active means a potency from the dose series; inconclusive means inhibition mostly from about 25% at the one dose, without a potency; inactive means the rest, 99 in 100 with inhibition below about 19%;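 further: 0% = induced wells with vehicle and 100% = uninduced wells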
M. tuberculosis – growth inhibition of non-replicating M. tuberculosis (AID 488890); Mycobacterium tuberculosis non-replicating, growth inhibition; higher % means a stronger effect; one-dose inhibition, % at 25 µM; IC50 in µM for titrated hits; 320,000 compounds, 0.39% hits; in the data active means a potency from the dose series; inconclusive means inhibition mostly from about 82% at the one dose, without a potency; inactive means the rest, 99 in 100 with inhibition below about 76%;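 further: plate controls were DMSO cells for no effect and high antibiotic wells for full effect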
inhibitors of VEEV – inhibitors of VEEV TC-83 cytopathic effect, confirmation, Vero cells (AID 588727) | Vero cells, VEEV TC-83 cytopathic effect inhibition; higher % means a stronger effect | one-dose inhibition, % at 20 µM; IC50 in µM for titrated hits | 350,000 compounds, 0.13% hits; in the data active means a potency from the dose series; inconclusive means inhibition mostly from about 14% at the one dose, without a potency; inactive means the rest, 99 in 100 with inhibition below about 12%; further: strong numbers were not always called active
inhibitors of VEEV 10K pilot screen – further read-out of inhibitors of VEEV, marked with its call; inhibition, %; measured here: 10K pilot screen inhibition
* = called active by the depositor; i = inactive; ? = inconclusive; nt = not tested or not shown.

SMILES	M. tuberculosis HTS	H1N1 NS1A inhibition	Salmonella PhoP GFP	M. tuberculosis	inhibitors of VEEV	others
O=C1C(Cl)=C(NCC2CCCO2)C(=O)N1c1ccccc1 (stereo not drawn)	-7%	-4%	7%	59%	1.6%
CCOc1ccc(CCNC(=O)c2ccc(CS(=O)Cc3ccc(Cl)cc3)o2)cc1 (stereo not drawn)	-1%	6%	-2%	25%	3.2%
O=S(=O)(c1ccc(-c2n[nH]c(=S)o2)cc1)N1CCCCC1	7%	4%	2%	19%	0.2%
O=[N+]([O-])c1ccc2c(c1)C=C1CCCCC1(N1CCCCC1)O2 (stereo not drawn)	4%	-11%	-7%	22%	1.3%
CCC1(c2ccccc2)C(=O)N=C(N)N(C#N)C1=O (stereo not drawn)	nt	-8%	nt	nt	0.8%
O=C(O)c1cc(S(=O)(=O)NC2CCCc3ccccc32)ccc1O (stereo not drawn)	-10%	-6%	-10%	-13%	1.4%
Cc1nc(CSc2ccc(Br)cc2)cs1	0%	-7%	0%	40%	0.7%
CCc1ccccc1NC(=O)CN1CCN(C(=O)c2ccc(OCc3cn4ccccc4n3)cc2)CC1	nt	-12%	nt	nt	8.8%
Cc1ccc(O)c(Nc2ncnc3ccccc23)c1	21%	-1%	4%	2%	11%
CC(C)(C)OC(=O)NC1CC2CCCC(C1)N2Cc1ccccc1 (stereo not drawn)	nt	-5%	nt	nt	0.6%
O=C(C1CCN(S(=O)(=O)c2cccs2)CC1)N1CCN(Cc2ccccc2)CC1	4%	4%	-12%	-7%	0.3%
Cc1c(C(=O)N2c3ccccc3CC2C)oc2ccccc12 (stereo not drawn)	-2%	-7%	-4%	32%	3.0%
CN(Cc1cccs1)C(=O)CSc1nnnn1C	9%	3%	19%	-37%	0.3%
Cc1nc(SCC(=O)O)c(C#N)c2c1CCCC2	-8%	-10%	2%	15%	0.8%
O=C(COc1cccnc1[N+](=O)[O-])N1N=C(c2ccc(Cl)cc2)CC1c1ccco1 (stereo not drawn)	2%	3%	1%	6%	0.3%
Nc1nc(SCC(=O)N2CCN(c3ccccc3)CC2)n[nH]1	-13%	-17%	-10%	-7%	5.1%
CCCC(CCC)C(=O)NNc1cc(=O)c2c(=O)n(C)c(=O)n(C)c2[nH]1	0%	3%	-2%	-2%	i
CCOC(=O)C1=C(C)NC2=C(C(=O)c3ccccc32)C1c1cccnc1 (stereo not drawn)	1%	4%	0%	0%	7.6%
O=C(NCCc1c[nH]c2ccccc12)C1CCN(S(=O)(=O)c2ccc(F)cc2)CC1	4%	22%	-1%	17%	1.6%
CCCNC(=O)C(Sc1ccccc1)c1ccccc1 (stereo not drawn)	-2%	-11%	-3%	-17%	0.4%	inhibitors of VEEV 10K pilot screen=0.1

Among those listed so far, these have a furan ring, fused or not:
SMILES	M. tuberculosis HTS	H1N1 NS1A inhibition	Salmonella PhoP GFP	M. tuberculosis	inhibitors of VEEV	others
CCOc1ccc(CCNC(=O)c2ccc(CS(=O)Cc3ccc(Cl)cc3)o2)cc1 (stereo not drawn)	-1%	6%	-2%	25%	3.2%
Cc1c(C(=O)N2c3ccccc3CC2C)oc2ccccc12 (stereo not drawn)	-2%	-7%	-4%	32%	3.0%
O=C(COc1cccnc1[N+](=O)[O-])N1N=C(c2ccc(Cl)cc2)CC1c1ccco1 (stereo not drawn)	2%	3%	1%	6%	0.3%

Following part.
SMILES	M. tuberculosis HTS	H1N1 NS1A inhibition	Salmonella PhoP GFP	M. tuberculosis	inhibitors of VEEV	others
COc1ccc(OC)c(N(CC(=O)N2CCCC2)S(C)(=O)=O)c1	-7%	-4%	-2%	25%	2.2%
Cc1cccc(C)c1NC(=O)CSc1nnc(-c2ccoc2C)n1CCc1ccccc1	7%	10%	18%	14%	i
CCC[C@H]1COCCS(=O)(=O)N1Cc1ccccc1F	2%	-1%	-1%	-3%	i
COc1ccc(N2CCN(C3CCCN(C(=O)CSC)C3)CC2)cc1 (stereo not drawn)	-4%	1%	5%	-22%	0.2%
COC(=O)C1C2CC3c4[nH]c5cc(OC)ccc5c4CCN3CC2CC(OC(=O)CC(C)=O)C1OC (stereo not drawn)	nt	0%	nt	nt	0.3%
COc1ccc(CNC(=O)CN(CCC(C)C)S(=O)(=O)c2ccc3c(c2)OCCO3)cc1	-7%	-6%	-11%	1%	9.9%
CCCCCC(=O)NNC(=O)c1ccc(-c2ccccc2)cc1	7%	4%	-5%	0%	1.8%
COc1cc(OC)cc(C(=O)OCC(=O)NC(C)CCc2ccccc2)c1 (stereo not drawn)	6%	12%	-5%	-4%	0.4%
O=C(NCc1ccco1)C(=O)NCC1OCCCN1S(=O)(=O)c1ccc(F)cc1 (stereo not drawn)	-3%	-6%	-1%	6%	i
O=C(O)CSc1nnc(-c2cccc(S(=O)(=O)N3CCOCC3)c2)n1-c1ccc(F)cc1	1%	-17%	nt	0%	1.1%
Cc1ccc(C)c(S(=O)(=O)N2CCN(C(=O)CCC(=O)c3cc(C)sc3C)CC2)c1	8%	-13%	13%	14%	5.7%
CC(C)=CCN1CCN(Cc2cn(C(C)C)c3ccccc23)CC1CCO (stereo not drawn)	-5%	-11%	-2%	i	i
CN(C)CCCN1c2ccccc2CCc2ccc(Cl)cc21	38%	-3%	102µM*	71%	2.4%
CCOc1ccc(OCCCC(=O)Nc2cc(Cl)ccc2-n2cncn2)cc1	9%	2%	nt	nt	9.2%
CCOc1cc(-c2nc(-c3ccccc3OC)no2)cc(OCC)c1OCC	3%	3%	-9%	9%	11%
COc1ccc(S(=O)(=O)N2CCOCC2)cc1Br	3%	-6%	3%	-14%	1.9%
O=C(CSc1nnc(NC(=O)c2ccc(F)cc2F)s1)NC1CCCC1	-3%	-7%	-10%	27%	0.8%
O=C(COc1cccc(F)c1)Nc1nc(-c2ccncc2)cs1	1%	-14%	nt	8%	4.4%
C=CCn1c(C)c(C(C)=O)c(N2CCN(C(c3ccccc3)c3ccccc3)CC2)nc1=S	55%	-8%	15%	55%	6.6%
CC(=O)Nc1cccc(NC(=O)c2ccccc2OCc2ccccc2)c1	14%	-4%	5%	-4%	5.0%
NS(=O)(=O)c1ccc(-c2c(-c3ccccc3)sc3ccccc23)cc1	-3%	7%	nt	-15%	1.2%
Cc1ccc(-c2cc(C(=O)N(C)CC(=O)Nc3ccccc3Br)c3ccccc3n2)o1	33%	-5%	-1%	55%	10%
c1ccc(C2Nc3ccccc3-c3nc4ccccc4n32)cc1 (stereo not drawn)	1%	6%	-5%	24%	9.9%
COC(=O)CSc1cc(C(=O)c2nccn2C)c2ccccc2n1	2%	2%	-4%	58%	0.5%
CS(=O)(=O)c1ccc(NS(=O)(=O)c2ccc3ccccc3c2)cc1	4%	24%	0%	-5%	i
CCN(CC)Cc1c(O)c(Cl)cc2c3c(c(=O)oc12)CCCC3	1%	4%	-3%	-1%	4.8%	inhibitors of VEEV 10K pilot screen=0.4
CC1CCC(C(C)C)C(OC(=O)Cn2c(COc3ccccc3)[n+](C)c3ccccc32)C1 (stereo not drawn)	?	-4%	35µM*	?	i
N#C/C(=C\c1ccc(-c2ccccc2[N+](=O)[O-])o1)C(N)=O	8%	11%	8%	4%	1.1%
Cc1c(C(=O)/C=C/c2cccs2)oc2ccc(F)cc12	6%	4%	2%	61%	1.1%
Cc1ccc(-c2noc(CSc3nnc(Cc4ccccc4)n3-c3ccc(Cl)cc3)n2)cc1	3%	8%	1%	25%	i
CCOC(=O)N1CCN(Cc2nc3cc(NC(=O)c4ccco4)ccc3n2CC)CC1	-4%	-9%	-11%	5%	8.2%
O=C(OC1CCN(c2ncc(C(F)(F)F)cc2Cl)CC1)c1ccccc1	-5%	-8%	-1%	45%	i
COc1ccccc1N1CC(C(=O)NC2CCCCCC2)CC1=O (stereo not drawn)	12%	4%	nt	34%	0.5%
CC(=O)c1ccc(NC(=O)COC(=O)c2ccccc2Nc2ccccc2)cc1	-6%	8%	0%	-3%	1.0%
O=C(O)C1CC1(c1ccccc1)c1ccccc1 (stereo not drawn)	3%	19%	3%	?	i
CNC(=O)C(=O)NCC1OCCN1S(=O)(=O)c1ccc2c(c1)OCCO2 (stereo not drawn)	3%	-3%	-8%	3%	1.6%
C/C=C/C(=O)N1CC2(CC(c3cccc(NC(=O)CC(c4ccccc4)c4ccccc4)c3)=NO2)C[C@H]1C(N)=O (stereo partly drawn)	14%	-4%	7%	43%	0.3%
CCc1ccc(-c2cc(C(F)(F)F)n3nc(C(=O)Nc4c(C)nn(Cc5ccccc5C)c4C)cc3n2)s1	7%	-2%	5%	46%	9.4%
Cc1cc(C)nc(SCc2ccc(C(=O)N/N=C/c3ccccn3)cc2)n1	37%	8%	-1%	?	3.9%
CN(C(=O)c1ccc(Cl)nc1)C1(c2ccccc2Cl)CCCCC1=O (stereo not drawn)	2%	-8%	4%	3%	1.4%

Ordered by length of the SMILES (low to high): 5 of the compounds above.
SMILES	M. tuberculosis HTS	H1N1 NS1A inhibition	Salmonella PhoP GFP	M. tuberculosis	inhibitors of VEEV	others
O=C(O)C1CC1(c1ccccc1)c1ccccc1 (stereo not drawn)	3%	19%	3%	?	i
CCN(CC)Cc1c(O)c(Cl)cc2c3c(c(=O)oc12)CCCC3	1%	4%	-3%	-1%	4.8%	inhibitors of VEEV 10K pilot screen=0.4
CN(C(=O)c1ccc(Cl)nc1)C1(c2ccccc2Cl)CCCCC1=O (stereo not drawn)	2%	-8%	4%	3%	1.4%
Cc1ccc(-c2cc(C(=O)N(C)CC(=O)Nc3ccccc3Br)c3ccccc3n2)o1	33%	-5%	-1%	55%	10%
Cc1ccc(-c2noc(CSc3nnc(Cc4ccccc4)n3-c3ccc(Cl)cc3)n2)cc1	3%	8%	1%	25%	i

(cont.)
SMILES	M. tuberculosis HTS	H1N1 NS1A inhibition	Salmonella PhoP GFP	M. tuberculosis	inhibitors of VEEV	others
COc1ccccc1NS(=O)(=O)c1ccc(NC(=O)Cc2cccs2)cc1	0%	-2%	-2%	26%	0.3%
CC1(C)CN(O)CCN1O	-6%	1%	-1%	1%	3.9%
CCCC(=O)NC(=S)Nc1ccccc1C(=O)OC	-2%	-3%	0%	8%	0.7%
S=C(Nc1ccccn1)NC1CCCCC1	5%	nt	9%	38%	0.2%
CC(CCN1CCOCC1)c1ccccc1 (stereo not drawn)	-7%	24%	-5%	-12%	0.9%
Cc1nc2ccc(S(=O)(=O)NC(C(=O)N3CCCCCC3)C(C)C)cc2s1 (stereo not drawn)	2%	-6%	-19%	14%	i
C[C@H](CO)N1C[C@H](C)[C@@H](CN(C)S(=O)(=O)c2ccccc2)Oc2ccc(NS(=O)(=O)c3ccccc3)cc2C1=O	1%	-1%	nt	38%	2.2%
CCCn1c(/C=C/c2ccco2)nc2ccccc21	-6%	-4%	-5%	31%	2.0%
COc1cc2ncnc(NCc3ccc(C)cc3)c2cc1OC	-1%	0%	5%	24%	6.8%
C#CCOCCOCCOCCNc1nc(N2CCN(C(=O)[C@H](Cc3ccc(O)cc3)n3cc([C@@H](N)C(C)CC)nn3)CC2)nc(N2CCN(C(=O)[C@H](CCCCN)n3cc([C@@H](N)CO)nn3)CC2)n1 (stereo partly drawn)	8%	13%	-7%	71%	0.2%
COc1ccc(C)cc1NC(=O)C(NC(=O)c1cc(OC)c(OC)c(OC)c1)C(C)C (stereo not drawn)	0%	-2%	7%	19%	8.5%
CCOC(=O)c1ccc(NC(=O)CC2C(=O)N(c3cccc(OC)c3)C(=O)N2CCOC)cc1 (stereo not drawn)	-4%	-5%	-9%	10%	3.0%
Cn1c2ccc(F)cc2c2ncn(CC3CCCO3)c(=O)c21 (stereo not drawn)	3%	-19%	6%	2%	1.1%
CC(=O)c1c(C)[nH]c(C(=O)NC(C)c2ccccc2)c1C (stereo not drawn)	-4%	-8%	6%	7%	0.9%
COC(=O)c1ccc(COC(=O)CNC(=O)c2ccc(OC)cc2)cc1	3%	-6%	nt	6%	1.7%
CN(C(=O)c1ccc(NC(=O)Cc2ccc(NC(=O)C3CCN(C(=O)C4CCC4)CC3)cc2)cc1)C1CC1	-9%	12%	nt	-11%	3.5%
Cc1noc(C)c1COc1ccccc1C(=O)NNC(=O)C(C)Oc1ccccc1F (stereo not drawn)	-3%	-3%	5%	5%	4.5%
Cc1nnc(CN(C)C(=O)c2cc(COc3ccc(C)c(C)c3)on2)o1	-4%	4%	-4%	-5%	0.7%
CCOC(=O)c1ccccc1NC(=O)N1CCn2c(C)ccc2C1CC (stereo not drawn)	6%	-13%	-6%	17%	0.8%
CCN1CCN(C(=O)C2COc3ccccc3O2)CC1 (stereo not drawn)	-11%	7%	-3%	6%	i
Fc1ccc(CNc2ccc(CNc3ncn[nH]3)cc2)cc1	nt	-5%	-3%	nt	0.7%
Cn1ccs/c1=N\C(=O)Nc1cccc(C(F)(F)F)c1	0%	-11%	-13%	-10%	0.5%
